Source: PubChem BioAssay (several laboratories)
Vif imaging: HIV Vif inhibition; inhibition, % at 7.49 µM; hit rate 0.35% among 340,000; HEK293T cells, Vif self-association by quenched fluorescence, imaging, 24 h; AID 602346; in the data active means inhibition above about 50%, passing the limit was not always enough; inconclusive means no clear call, values can overlap the other calls; inactive means below about 31%; further: some results filed as inactive read as strong as hits
PDI turbidity: inhibitors of human protein disulfide isomerase | P07237 | PDI insulin aggregation turbidity, A650, 90 min | inhibition, % at 10 µM | hit rate 0.052% among 350,000 | AID 588391;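 active means mean inhibition across replicates of 30% or more, whatever share of single replicates reach that level; inconclusive means mean inhibition below 30% while every single replicate reaches 30%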;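 further: absorbance from insulin aggregation driven by PDI reduction with DTT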
aDG glyco up: alpha-DG glycosylation activation; Pro5-aDG cells, alpha-DG glycosylation AlphaScreen (IIH6); 0% Pro5, 100% B10-LARGE cell signal; activation, % at 10 µM; hit rate 0.22% among 360,000; AID 624168;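 active means activation of at least 8% versus controls, or a plate z-score of at least 8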;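 further: Pro5 are CHO cells carrying HIG-tagged alpha-DG that lacks glycosylation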
CaV13 ICDI inh: Disruptors of the CACNA1D IQ motif to Ca2+-dependent inactivation inhibitor domain association, primary screening, Förster resonance energy transfer in intact living …. HEK cells, CFP/YFP FRET ICDI-IQ, plate reader, 10 min; percent FRET-ratio fall versus neutral wells. inhibition, % at 12.3 µM. hit rate 0.098% among 340,000. AID 743397;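 active means mean replicate inhibition of at least 30% and at least 1% of replicates passing that level; inconclusive means only one of the two criteria is met; inactive means neither criterion is met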;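 further: 0% = median of the neutral control wells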
HTR2A ag: mouse HTR2A agonism via beta-arrestin recruitment. CHO-K1 mHTR2A beta-arrestin complementation, luminescence; percent of 30 µM serotonin response. activation, % at 7.6 µM. P35363. AID 624169. hit rate 0.66% among 360,000;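 active means activation above a run cutoff, the mean activation of all tested compounds plus 3 SD, cut at about 14% in these data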;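 further: 0% = plate median of compound wells and 100% = 30 µM serotonin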
iPSC survival up: enhancers of human iPSC single-cell survival; hiPSC single-cell survival, ATPlite luminescence; 100% = ROCK inhibitor wells, 0% = DMSO; survival enhancement, % at 20 µM; hit rate 0.044% among 360,000; AID 602274; in the data active means survival enhancement above about 18%;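 further: cells exposed to compounds for 16 hours before the ATP read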
Cardio protect: modulators protecting cardiomyocytes from myocardial damage; hit rate 0.63% among 360,000; AID 588492; protection from H2O2 cell death, % at 20 µM; H9c2 cardiomyocytes, H2O2 injury protection, ATPLite, 2 h;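 active means compounds giving at least 50% protection of heart cells from peroxide-induced death in the single-dose screen, raw or plate-pattern-corrected value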;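 further: 0% = DMSO wells with peroxide and 100% = DMSO wells without peroxide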
ABCB6 inh 2: blocks the human ABCB6 transporter; Q9NP58; K562-ABCB6 porphyrin accumulation, flow cytometry, 1 h; active compounds read low; fluorescence ratio to DMSO, % at 10 µM; hit rate 0.19% among 360,000; AID 602162;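 active means fluorescence ratio to DMSO below 75%, the collection mean minus 3 SD; inconclusive means too few cells collected in the well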;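 further: signal is porphyrin accumulated inside mitochondria; 100% equals median channel fluorescence of DMSO control wells; lower ratio means ABCB6 inhibition with less porphyrin fluorescence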
Target sequence (Q9NP58 whole entry, looked up): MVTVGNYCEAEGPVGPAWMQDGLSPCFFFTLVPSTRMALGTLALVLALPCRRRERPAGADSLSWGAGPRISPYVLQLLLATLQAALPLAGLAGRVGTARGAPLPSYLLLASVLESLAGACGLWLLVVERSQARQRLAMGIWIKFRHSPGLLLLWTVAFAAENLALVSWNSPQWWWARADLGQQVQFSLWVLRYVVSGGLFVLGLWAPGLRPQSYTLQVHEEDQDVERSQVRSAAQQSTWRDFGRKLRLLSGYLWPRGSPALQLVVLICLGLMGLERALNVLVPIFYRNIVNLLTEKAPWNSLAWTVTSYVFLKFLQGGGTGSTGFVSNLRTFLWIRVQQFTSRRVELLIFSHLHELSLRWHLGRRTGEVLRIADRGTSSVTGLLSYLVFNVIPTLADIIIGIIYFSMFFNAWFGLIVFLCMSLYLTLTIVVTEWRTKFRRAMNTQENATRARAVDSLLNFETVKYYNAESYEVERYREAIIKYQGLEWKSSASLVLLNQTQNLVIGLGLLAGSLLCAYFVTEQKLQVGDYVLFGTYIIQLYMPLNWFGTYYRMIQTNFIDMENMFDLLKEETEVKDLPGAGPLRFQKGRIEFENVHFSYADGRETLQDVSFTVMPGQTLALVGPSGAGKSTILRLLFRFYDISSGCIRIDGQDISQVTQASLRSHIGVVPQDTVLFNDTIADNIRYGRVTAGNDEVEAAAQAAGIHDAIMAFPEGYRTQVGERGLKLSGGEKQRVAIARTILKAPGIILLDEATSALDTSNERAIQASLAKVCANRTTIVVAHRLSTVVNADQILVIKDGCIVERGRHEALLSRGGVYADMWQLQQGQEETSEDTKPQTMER
Granule exo inh: blocks lytic granule exocytosis. hit rate 0.66% among 360,000. TALL-104 LAMP-1 surface exposure, flow cytometry; cells stimulated with thapsigargin and PMA. AID 651702. inhibition, % at 10 µM;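 active means inhibition above about 55%, limit read from the data; inconclusive means no clear call, values can overlap the other calls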
N-glyco inh: blocks N-linked glycosylation in D54 reporter cells; reporter increase, % at 12.5 µM; D54 ERlucT glycosylation luciferase reporter, 24 h; percent of 100 nM tunicamycin response; AID 588692; hit rate 0.23% among 360,000;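 active means mean luciferase reporter signal, scaled so untreated is 0 and the glycosylation-blocking control 100, at or above a set limit in every replicate; inconclusive means mean reaches the limit but not every replicate does; inactive means mean below the limit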;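 further: luciferase carries N-glycosylation sites so blocking glycosylation raises the light; 0% = median of neutral control wells and 100% = median of 100 nM tunicamycin wells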
The depositor's hits bear a star; ? = inconclusive; · = not tested or not shown.

SMILES	Vif imaging	PDI turbidity	aDG glyco up	CaV13 ICDI inh	HTR2A ag	iPSC survival up	Cardio protect	ABCB6 inh 2	Granule exo inh	N-glyco inh
COc1cc(C(=O)NCC(=O)N2CC=C(c3ccccc3)CC2)cc(OC)c1OC	-3	-3	0.4	-2	-6	-0.2	14	97	-10	2
CN(C(=O)c1ccccc1C(=O)OCC(=O)c1ccc(F)cc1)c1ccccc1	-4	-5	0.2	-5	-11	-0.2	-6	97	-2	0
CCn1cc(C(=O)NCCCN2CCCC(C)C2)c(=O)c2cc(S(=O)(=O)N3CCOCC3)ccc21 (centres undefined)	8	0	-0.1	-2	21*	-0.6	-3	100	-12	1
O=C(CCc1ccccc1)Nc1ccc(N2CCOCC2)cc1	12	-5	-0.2	·	-4	-2.3	5	104	0	2
COCCCN(C(=O)Nc1cccc(Cl)c1)C(C)c1ccccn1 (centres undefined)	3	-7	-0.4	-4	-5	0.2	-5	94	2	2
Cc1cc(NS(=O)(=O)c2ccc(NC(=O)COc3ccc(Cl)cc3)cc2)no1	-1	-5	1.9	·	2	-2.5	-2	96	2	-1
Clc1ncnc2scc(C3COc4ccccc4O3)c12 (centres undefined)	-12	1	0.3	-8	-3	-1.6	0	97	0	4
CC(C)C[C@H]1CNC(=S)N1C[C@H]1CCCN1C[C@H](Cc1ccc(O)cc1)N1C[C@H](CC(C)C)N(CCc2ccccc2)C1=S	13	·	0.4	-7	-9	-1.3	-3	93	31	-9
Clc1ccc2nc(-c3ccccc3)c(Cc3ccsc3)n2c1	·	·	0.1	·	3	-0.7	7	109	-3	0
CCCCn1nnnc1C(c1ccccc1)N1CCN(c2c(Cl)cncc2Cl)CC1 (centres undefined)	·	·	-0.3	-5	1	-1.2	·	98	10	·
CC1CC(C)CN(C(=O)Cc2c(C(=O)O)[nH]c3ccc(Cl)cc23)C1 (centres undefined)	-3	3	-0.2	-4	0	0.1	2	97	2	0
Cc1cccc(C(=O)NC(=S)NNC(=O)c2ccc(Cl)cc2)c1	0	-3	0.9	-3	-9	0.9	40	99	16	3
O=c1cc(CN2CCN(c3ccccc3)CC2)c2ccccc2o1	-4	·	0.4	-10	-4	0.6	-2	92	-3	-3
COc1ccc(Cc2nnc(Nc3ccc4c(c3)OCCO4)[nH]c2=O)cc1	1	1	-0.5	-4	-1	0.0	6	90	-2	-1
O=C1OC(c2cccc3c(F)cccc23)c2ccccc21 (centres undefined)	30	-19	-0.1	-7	4	-1.2	-4	95	6	0
O=C(CNCCc1ccccc1)Nc1ccc(C(=O)N2CCCCC2)cc1	2	6	0.0	-3	-5	-0.1	2	102	0	0
NC(=O)c1ccsc1NC(=O)COC(=O)c1ccc([N+](=O)[O-])o1	-4	-5	0.3	-7	2	0.2	40	93	-3	0
COc1cc2c(c(OC)c1OC)-c1ccc(NC(=O)c3ccccc3)c(=O)cc1[C@@H](NC(C)=O)CC2	16	·	-0.2	-2	10	-0.6	-5	97	-17	3
COc1ccccc1C(=O)NC(C)c1cccc2ccccc12 (centres undefined)	-10	-3	0.2	-3	-5	0.3	-1	98	2	-4
O=C(/C=C/[C@H]1O[C@@H](n2ccc(=O)[nH]c2=O)[C@H](O)[C@@H]1O)N[C@@H](Cc1ccccc1)C(=O)O	0	·	0.0	-4	5	0.5	-1	112	-5	2
O=C(O)c1c(F)c(F)c(F)c(F)c1-c1ccc(Cl)cc1	4	6	-0.2	-8	2	0.1	4	99	6	0
COc1ccc([N+](=O)[O-])cc1NC(=O)CSCc1cc(C)cc(C)c1	2	-2	0.6	-7	-5	0.1	-5	102	-5	-1
CCOC(=O)/C(C#N)=C1/C=CN(c2ccc(C)cc2)C=N1	4	-3	0.1	-4	-1	-0.5	-5	98	-6	0
Cc1cccc(OC(=O)NCCOC(=O)N(O)c2ccc(Cl)cc2)c1	6	-4	-0.5	-5	-1	-0.3	-20	100	0	0
COc1ccc(NC(=O)CCOc2cc(C)ccc2C)cc1S(=O)(=O)N1CCCCC1	-15	3	0.5	-5	-7	-2.2	-8	95	-1	-2
CSc1ccccc1NC(=O)COc1ccc(Cl)cc1C	-4	6	0.1	-3	-6	2.6	-7	97	5	-4
CN(C)S(=O)(=O)Oc1ccccc1C(=O)Nc1ccc(F)cc1	-5	-5	-0.1	-6	-5	-1.9	0	93	-1	2
COC(=O)c1sc(NC(=O)c2ccc(C)o2)nc1C	-5	0	0.0	-5	3	-1.6	-5	95	-2	1
Cc1cc(NC(=O)CSc2nnc(CNC(=O)c3ccc(F)cc3)o2)no1	·	0	0.1	-7	0	0.1	1	103	-1	·
Cc1nc(SCC(=O)O)c2oc3ccccc3c2n1	3	10	-0.1	-5	-6	1.4	1	94	-2	2
COc1ccc(NC(=O)N2CCN(C(=O)C(Cc3ccc(F)cc3)NC(C)=O)CC2)cc1 (centres undefined)	8	-2	0.0	-2	1	-0.6	0	100	-1	-1
Cc1c(NC(=O)c2ccc(Cl)c([N+](=O)[O-])c2)cccc1-n1cnnn1	56*	-1	0.1	-6	0	1.6	18	102	19	-2
CCOc1ccc(NC(=O)NC2CCCc3ccccc32)cc1 (centres undefined)	-2	5	0.4	-2	-3	0.0	-6	88	1	-1
COc1cccc(CNC(=O)c2cc(S(=O)(=O)N3CCOCC3)ccc2N2CCCC2)c1	-2	0	0.0	-5	-3	-0.3	3	93	0	-1
Cc1cccc(Nc2nc(N)nc(CSc3nccn3C)n2)c1	1	-10	0.8	-6	7	3.5	5	88	-1	-2
CC1(C(=O)O)CCC(C(=O)Nc2ccccc2)C1(C)C (centres undefined)	5	-2	0.2	-4	0	8.3	0	99	-1	0
COc1nc(NC(C)(C)C)nc(Oc2ccc(=O)n(-c3ccccc3)n2)n1	-7	0	0.4	-7	4	-1.0	8	92	-1	2
COc1ccc2c(c1)C=C(C(=O)NCc1ccc(Cl)cc1)CO2	4	-3	0.0	-4	-5	1.2	-10	95	-1	-2
CCC(C)(C)n1nnnc1C(c1ccncc1)N1CCN(c2cccc(OC)c2)CC1 (centres undefined)	12	11	0.1	-7	1	-2.9	14	101	8	-1
Cc1nc2ccccc2nc1CN1CCN(Cc2ccc(F)c(F)c2)C(CCO)C1 (centres undefined)	-4	5	0.6	-6	4	1.8	0	103	-1	1
O=C(O)/C=C/c1cccc(NS(=O)(=O)c2ccccc2)c1	-21	2	-0.2	-6	0	2.4	-3	100	0	1
CC1NC(=O)N(C)C2NC(=O)N(C)C(c3ccccc3)C12 (centres undefined)	2	-1	0.1	-5	3	0.5	-1	103	-4	-1
COc1cc(/C=c2\sc3n(c2=O)CCCN=3)ccc1O	·	10	0.1	-4	-4	-3.0	6	114	2	1
COc1ccc(CN(Cc2ccc(C(=O)O)cc2)C(=S)Nc2ccccc2Cl)cc1OC	0	7	0.0	-7	2	-0.9	1	104	0	2
CCCn1cc(C(=O)OCC)c(=O)c2cc(F)c(F)cc21	2	0	0.1	-5	-3	1.5	3	96	-2	2
Cc1n[nH]c(=O)nc1NC(C)c1ccccc1 (centres undefined)	12	1	1.7	-6	0	-1.1	1	98	-4	0
CNC(=O)C1CN(C(=O)c2nn(Cc3ccccc3)c(=O)c3ccccc23)c2ccccc2O1 (centres undefined)	-2	1	-0.3	-7	-2	-2.4	4	97	-7	0
Cc1nc2nc(COc3ccccc3)nn2c(C)c1Cl	-4	-2	0.0	·	2	-2.1	-4	97	-2	0
CC(=O)Cc1nsc(NC(=O)c2ccc(COc3ccccc3)o2)n1	-6	-14	1.0	-4	1	-0.8	-1	98	-2	2
CCS(=O)(=O)N1CCN(Cc2c[nH]c3ccccc23)CC1	1	3	0.0	-2	-2	0.1	20	96	0	0

Shown field by field: two of the compounds above
CCC(C)(C)n1nnnc1C(c1ccncc1)N1CCN(c2cccc(OC)c2)CC1 (centres undefined)
- Vif imaging: 12
- PDI turbidity: 11
- aDG glyco up: 0.1
- CaV13 ICDI inh: -7
- HTR2A ag: 1
- iPSC survival up: -2.9
- Cardio protect: 14
- ABCB6 inh 2: 101
- Granule exo inh: 8
- N-glyco inh: -1

Cc1cc(NS(=O)(=O)c2ccc(NC(=O)COc3ccc(Cl)cc3)cc2)no1
- Vif imaging: -1
- PDI turbidity: -5
- aDG glyco up: 1.9
- CaV13 ICDI inh: ·
- HTR2A ag: 2
- iPSC survival up: -2.5
- Cardio protect: -2
- ABCB6 inh 2: 96
- Granule exo inh: 2
- N-glyco inh: -1

Following part:
SMILES	Vif imaging	PDI turbidity	aDG glyco up	CaV13 ICDI inh	HTR2A ag	iPSC survival up	Cardio protect	ABCB6 inh 2	Granule exo inh	N-glyco inh
Cc1cccc(OCc2nnc(SCC(=O)Nc3cc(C)on3)n2C)c1	8	-3	-0.1	-6	10	-0.9	0	103	19	-1
O=C(Oc1ccc(-n2cnnn2)cc1)c1ccccc1	-1	1	0.3	-7	-3	-0.4	-2	97	-1	0
CCn1cc(/C=N/NC(=O)c2ccc3c(c2)OCO3)c(C)n1	·	-2	0.0	-5	0	4.2	-1	118	6	1
COc1cccc(CNC(=O)Cn2ccc3cc(S(=O)(=O)N4CCCCCC4)ccc32)c1	-8	-1	-0.1	-5	6	-0.3	-5	91	4	-3
CCOC(=O)C1(Cc2cccc(OC)c2)CCCN(S(=O)(=O)N(C)C)C1 (centres undefined)	-3	4	0.1	-20	1	0.0	6	97	9	0
COc1ccc(C2CC(=O)Oc3ccc(C(C)(C)C)cc32)cc1 (centres undefined)	5	-17	0.0	-12	11	-2.7	-15	97	2	4
COC(=O)Cn1c2nc3ccccc3nc2c2cccc(C)c21	-3	-2	0.1	-20	-4	-0.4	2	100	?	4
Cc1c(Cl)c([N+](=O)[O-])nn1CC(=O)NCc1cccs1	-3	-11	-0.1	-4	3	-1.3	6	99	0	-1
COc1ccccc1NC(=S)N(Cc1ccco1)Cc1cc2cc(C)ccc2[nH]c1=O	-9	4	0.2	-8	6	0.9	10	105	-6	8
Cc1cccc(Cn2ccc(N)n2)c1	1	-6	0.0	·	1	-0.5	1	88	-4	1
CCN(C(=O)COc1ccccc1)C1CCCCC1	-1	1	-0.1	0	4	-0.3	12	102	-4	0
O=C(CSc1nnnn1-c1ccc(F)cc1)NNC(=O)c1ccco1	-15	7	0.0	-1	-3	0.0	-2	98	-8	1
COc1ccc(N(CC(=O)N2CCN(c3ccc(F)cc3)CC2)S(=O)(=O)c2c(C)noc2C)cc1	-4	1	-0.2	-3	8	-0.2	4	104	8	-1
c1ccc(CCc2nc(-c3ccncc3)no2)cc1	1	-8	0.0	0	5	-1.3	0	90	-1	-1
COCC1CCN(C(=O)c2ccc3oc(C(C)C)nc3c2)C1 (centres undefined)	?	-3	-0.4	-5	7	-1.3	1	98	11	1
O=C(Nc1ccccc1-c1ccccc1)c1cnccn1	12	-1	0.0	·	1	-1.1	-2	94	3	0
COc1ccccc1NC(=O)CCNC(=O)c1ccc(C)cc1	12	2	0.1	-5	-1	-0.6	8	103	-12	1
COc1cccc(CN(C(=O)c2cnccn2)C(C(=O)NC2CCCCC2)c2cc(OC)c(OC)c(OC)c2)c1 (centres undefined)	-7	1	0.1	-7	-8	-0.6	-1	100	-2	2
COc1ccc(/C=N/Nc2nc(-c3cccc(S(=O)(=O)N4CCCC4)c3)cs2)cc1OC	-14	-2	-0.1	-5	2	-0.5	-2	93	-25	-2
